TDP2 absorb = human TDP2 enzyme inhibitors, primary screen, biochemical, epi absorbance, recombinant enzyme; T5PNP hydrolysis, p-nitrophenol absorbance 415 nm; Tyrosyl-DNA phosphodiesterase 2 (Homo sapiens), O95551; 370,000 tested, 0.34% active; AID 720702, 2013; inhibition, % at 12.8 µM;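 active = inhibition above the mean of all tested compounds plus 3 SD, set per campaign, cut at about 25% in these data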;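 note: 0% = DMSO with enzyme and 100% = buffer with substrate but no TDP2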
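Evaluation: % inhibition relative to enzyme-containing and enzyme-free wells. Material: recombinant human TDP2. Benchmarks: enzyme-free and DMSO wells. Timing: enzyme reaction with compound for 2 h at 37 °C. Compound dosing: 12.8 µM only. Measured by: p-Nitrophenol epi absorbance. Reagent: T5PNP substrate at 5 mM, a TopII-DNA adduct mimic. Replication: single well per compound.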
ARFGAP1 inhibitor = inhibitors of rat ARFGAP1 GAP activity, primary screen, biochemical, fluorescence polarization, GDP tracer; ADP-ribosylation factor GTPase-activating protein 1 (Rattus norvegicus), Q62848; 360,000 tested, 0.26% active; Arfgap1-stimulated ARF1 GTP hydrolysis, GDP FP detection; AID 651572, 2012; inhibition, % at 16.5 µM;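 active = inhibition above a per-plate limit, mean inhibition of low control wells plus 3 SD, cut at about 25% in these data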;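 note: 0% = DMSO wells with enzyme and 100% = wells lacking Arfgap1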
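Repeats: one replicate per compound; assay system: rat Arfgap1 catalytic domain, aa 1-136; times: enzyme reaction 120 min at 25 °C after 20 min preincubation; detection: FP of antibody-bound GDP Alexa 633 tracer, ex 620/em 688 nm; benchmarks: high control wells lacking Arfgap1, low control full reaction with DMSO; reagent: human ARF1(Δ1-17)-GTP substrate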
ASAP1 inh = inhibitors of human ASAP1 ArfGAP activity, primary screen, biochemical, fluorescence polarization | ASAP1-stimulated ARF1 GTP hydrolysis, GDP FP detection | inhibition, % at 16.5 µM | 360,000 tested, 0.19% active | AID 624377, 2012; in the data active = inhibition above about 25%;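 note: 0% = vehicle with enzyme and substrate and 100% = no enzyme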
ADAM17 inh = ADAM17 inhibitors, primary screen, biochemical, QFRET; inhibition, % at 6.95 µM; AID 720648, 2013; recombinant ADAM17, EDANS/DABCYL FRET peptide cleavage; Disintegrin and metalloproteinase domain-containing protein 17 (Homo sapiens), P78536; 370,000 tested, 0.83% active;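 active = inhibition above the mean of compounds lying between control limits plus 3 SD, set per campaign, cut at about 8.5% in these data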;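 note: 0% = DMSO-only wells as the low control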
ADAM10 inh = human ADAM10 inhibitors, primary screen, biochemical, QFRET, HTS; AID 720582, 2013; Disintegrin and metalloproteinase domain-containing protein 10 (Homo sapiens), O14672; inhibition, % at 7 µM; recombinant ADAM10, EDANS/DABCYL FRET peptide cleavage, 3 h; 370,000 tested, 0.62% active;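 active = inhibition above a per-campaign cutoff equal to the mean of compounds falling between control-based bounds plus 3 SD, cut at about 20% in these data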;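 note: 0% = DMSO wells while the 100% control is not disclosed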
SIAE primary = human SIAE inhibitors, primary screen, biochemical, fluorescence polarization, FP-Rh probe, 1536-well HTS; AID 1053197, 2014; 370,000 tested, 0.69% active; Sialate O-acetylesterase (Homo sapiens), Q9HAT2; inhibition, % at 9.66 µM; SIAE FP-Rh probe binding;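 active = inhibition above a cutoff: mean of compounds within the control limits plus 3 SD of those, cut at about 17% in these data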;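 note: 0% = plate median of compound wells and 100% = probe without SIAE protein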
PLCg1 inh = PLC-gamma1 enzyme inhibitors, primary screen, biochemical, fluorescence, purified enzyme | 1-phosphatidylinositol 4,5-bisphosphate phosphodiesterase gamma-1 (Homo sapiens), P19174 | fluorogenic substrate | inhibition, % at 12.2 µM | AID 720700, 2013 | 370,000 tested, 0.84% active; in the data active = inhibition above about 9.5%
Target sequence (P19174 whole entry, looked up): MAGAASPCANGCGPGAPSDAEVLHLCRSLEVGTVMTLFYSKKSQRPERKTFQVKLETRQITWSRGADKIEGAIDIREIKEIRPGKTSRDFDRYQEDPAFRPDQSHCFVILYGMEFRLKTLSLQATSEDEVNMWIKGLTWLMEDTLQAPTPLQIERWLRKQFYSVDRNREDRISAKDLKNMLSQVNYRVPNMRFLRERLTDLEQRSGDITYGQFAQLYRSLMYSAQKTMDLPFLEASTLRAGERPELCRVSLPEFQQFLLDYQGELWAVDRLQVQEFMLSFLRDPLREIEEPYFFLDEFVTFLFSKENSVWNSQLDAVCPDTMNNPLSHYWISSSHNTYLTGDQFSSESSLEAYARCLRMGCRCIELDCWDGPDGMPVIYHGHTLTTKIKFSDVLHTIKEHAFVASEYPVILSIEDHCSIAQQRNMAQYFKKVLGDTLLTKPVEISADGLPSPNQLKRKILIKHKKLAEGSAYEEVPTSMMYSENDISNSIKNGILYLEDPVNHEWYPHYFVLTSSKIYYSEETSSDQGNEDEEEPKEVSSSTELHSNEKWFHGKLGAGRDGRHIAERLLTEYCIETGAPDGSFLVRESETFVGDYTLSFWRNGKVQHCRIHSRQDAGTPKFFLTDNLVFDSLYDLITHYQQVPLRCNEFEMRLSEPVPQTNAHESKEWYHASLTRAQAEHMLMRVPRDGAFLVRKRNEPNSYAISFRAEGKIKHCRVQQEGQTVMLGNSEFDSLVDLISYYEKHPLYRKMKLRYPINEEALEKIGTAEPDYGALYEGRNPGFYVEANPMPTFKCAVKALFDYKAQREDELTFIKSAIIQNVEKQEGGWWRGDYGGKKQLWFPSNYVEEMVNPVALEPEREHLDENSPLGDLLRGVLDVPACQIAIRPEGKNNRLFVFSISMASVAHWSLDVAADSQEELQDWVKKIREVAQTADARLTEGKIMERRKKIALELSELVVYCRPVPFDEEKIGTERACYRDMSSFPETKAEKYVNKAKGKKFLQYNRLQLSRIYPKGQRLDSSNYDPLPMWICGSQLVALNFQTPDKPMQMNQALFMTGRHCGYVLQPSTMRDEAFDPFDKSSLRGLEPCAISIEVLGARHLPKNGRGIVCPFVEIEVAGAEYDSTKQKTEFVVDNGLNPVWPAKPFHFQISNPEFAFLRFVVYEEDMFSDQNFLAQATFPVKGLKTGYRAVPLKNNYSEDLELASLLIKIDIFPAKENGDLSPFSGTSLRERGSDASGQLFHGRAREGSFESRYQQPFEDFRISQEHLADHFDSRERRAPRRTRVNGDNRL
PLCb3 inh = human PLC-beta3 inhibitors, primary screen, biochemical, fluorescence; 1-phosphatidylinositol 4,5-bisphosphate phosphodiesterase beta-3 (Homo sapiens), Q01970; 370,000 tested, 0.18% active; AID 720704, 2013; Purified PLC-beta3, fluorogenic substrate; inhibition, % at 12.2 µM; in the data active = inhibition above about 11%;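 note: 0% = median of compound wells on plate and 100% = full blocker control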
Tn6 DDE FP = inhibitors of Tn6 peptide binding to fibrin DD(E), primary screen, biochemical, fluorescence polarization, human fibrin, Tn6 probe; Fibrin DD(E) TRITC-Tn6 fluorescence polarization displacement; inhibition, % at 8.3 µM; 370,000 tested, 0.21% active;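 active = inhibition above a per-campaign cutoff: mean of compounds within control limits plus 3 SD, cut at about 15% in these data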;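 note: 0% = median of all compound wells on the plate and 100% = blocking peptide control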
Tn7 DDE FP = inhibitors of Tn7 peptide binding to fibrin DD(E), primary screen, biochemical, fluorescence polarization, human fibrin, Tn7 probe. Fibrinogen beta chain (Homo sapiens), P02675. inhibition, % at 8.3 µM. 370,000 tested, 0.13% active. FP displacement of FITC-Tn7 peptide from fibrin DD(E); 0% = median of compound wells per plate;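 active = inhibition above the mean of compounds falling within the control limits plus 3 SD of them, cut at about 14% in these data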;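 note: 0% = plate median of compound wells and 100% = 10 µM Aha-Tn7 peptide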
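system = human fibrin DD(E) protein | quantity = DD(E) 2 µM final | medium = Tris/NaCl/CaCl2 buffer, pH 7.8 | also added = labelled Tn7 tracer, 0.1 µM | compound dosing = single point at 8.3 µM | timing = compound with protein 10 min, then 3 h after probe, room temperature | signal = FP measurement | benchmarks = Aha-Tn7 high control | repeats = one replicate per compound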
Numbers without * were called inactive; i = inactive.

TDP2 absorb	ARFGAP1 inhibitor	ASAP1 inh	ADAM17 inh	ADAM10 inh	SIAE primary	PLCg1 inh	PLCb3 inh	Tn6 DDE FP	Tn7 DDE FP	molecule
11	5	12	-1	2	-1	2	3	-8	1	O=[N+]([O-])c1ccccc1CNC1CCCCCC1
2	7	11	-2	-10	9	0	-3	-6	-6	Nc1[nH]c(C(=O)c2ccccc2)c(-c2ccc(F)cc2)c1C(=O)NCCc1c[nH]c2ccccc12
-9	-5	-3	-5	0	2	0	-10	2	5	CC(=O)N1c2ccc(S(=O)(=O)NCCC(=O)N(C)Cc3ccccc3)cc2CC1C (stereo not drawn)
-17	3	-3	7	7	-4	3	3	-3	1	O=C(Oc1ccc(-c2cnc3ccccc3n2)cc1)c1ccc(Cl)c([N+](=O)[O-])c1
4	4	8	2	-5	2	-2	-2	4	1	CC(OC(=O)c1n[nH]c2ccccc12)C(=O)Nc1ccccc1[N+](=O)[O-] (stereo not drawn)
12	-8	9	-2	7	0	-2	-5	8	3	COc1ccc(NC(=O)CCNS(=O)(=O)c2ccc(NC(C)=O)cc2)cc1Cl
-6	-8	-4	1	1	17*	5	-7	-8	3	CCn1cc(C(=O)O)c(=O)c2cnc(N3CCN(C(=S)NC(=O)c4ccc(OC)cc4)CC3)nc21
-9	13	12	-8	-2	-5	-1	0	-4	1	N/C(=N\OC(=O)CCC(=O)O)c1ncc(C(F)(F)F)cc1Cl
7	-5	5	-4	-14	3	-38	-62	-10	5	CCN1CCn2c3c(c4cccc(C)c42)CCCC31 (stereo not drawn)
0	1	-2	2	10	3	1	-4	0	4	COc1cccc(/C=N/NC(=O)c2nc(-c3ccccc3)cc(-c3ccccc3)n2)c1O
0	3	-10	0	9	0	3	-2	6	-6	O=C(Nc1ccccc1F)C1CCCC1
1	7	-6	-3	-1	13	-5	-6	5	5	CCOc1ccc(S(=O)(=O)NCCSCc2ccco2)cc1
-3	7	1	-7	-14	-1	-4	-4	3	0	CO/C(N)=C(\C#N)N=Cc1ccccc1Cl
-3	-9	1	0	0	7	1	3	7	-4	Cc1nc(-c2cccc(S(=O)(=O)N3CCCC(C)C3)c2)cs1 (stereo not drawn)
2	-4	-5	-1	-5	2	0	-4	0	2	CC(C)n1c(CNC(=O)c2ccccc2)nc2ccccc21
2	-1	-1	1	6	0	4	2	2	-3	CCc1ccc(-c2csc3ncn(CC)c(=O)c23)cc1
-9	-2	0	-3	-8	3	-2	-1	1	-1	CCOC(=O)c1ccc(N2C(=O)c3cccc4c(C(=O)O)ccc(c34)C2=O)cc1
16	4	-4	-2	-1	17*	3	3	-2	3	CS(=O)(=O)c1cnc(-c2ccccc2)nc1Sc1ccc(F)cc1
-7	0	6	0	9	5	1	3	-2	6	CN(C)c1ccc(NC(=O)C2CCCN(S(=O)(=O)c3ccccc3)C2)cc1 (stereo not drawn)
-2	-1	-22	-6	-3	3	-1	-2	4	4	C=CCN1C(=O)C(O)=C(C(C)=O)C1c1ccccc1F (stereo not drawn)
1	-1	-6	-4	-12	11	-10	-16	0	4	CC(=O)c1ccc2c(c1)N(CCCN1CCC(CCO)CC1)c1ccccc1S2
-26	-5	-17	0	9	2	3	-7	0	0	COc1ccc(N2CCC(CNC(=S)Nc3ccc(C)cc3C)C2)cc1 (stereo not drawn)
5	2	-9	-15	-29	-5	-8	-12	3	2	O=C(C1=CC=CN2CCS(=O)(=O)N=C12)N1CCN(c2cccc(Cl)c2)CC1
3	-6	7	-295	i	8	i	i	-2	-3	CCCOc1ccc(CNC(=O)c2ccc3c(c2)N(CC)CCS3)cc1
5	-12	0	-3	-3	-1	0	-1	-1	2	COc1cc(N)c(Cl)cc1C(=O)OCC(=O)NCC1CCCCC1
-15	1	7	-1	-6	-3	1	-5	2	-2	CC(C)CNC(=O)COC(=O)Cc1ccc(Cl)cc1
-3	-3	-7	2	3	0	4	4	-2	-5	COC(=O)c1ccc(S(=O)(=O)N2CCCCCC2)cc1
-14	-6	-4	-1	-2	-1	0	-13	3	4	COC(=O)c1sccc1NC(=O)Nc1ccc(F)cc1F
12	3	-3	-3	-4	8	-7	-7	14	3	CCC(C)c1ccc(NC(=S)Nc2ccc(OC)c(OC)c2)cc1 (stereo not drawn)
-6	3	11	-3	-19	-2	5	-3	-5	2	CCOC(=O)c1cc(CC)sc1NC(=O)COC(=O)c1cnccn1
3	9	-5	-7	-12	6	-1	-5	-3	-2	CN(Cc1ccccn1)C(=O)c1cc(COc2ccc(F)c(F)c2)on1
6	-2	-7	-10	-37	0	-13	-28	4	1	COC(=O)c1ccc(-c2nc(CN3CCCN(C(=O)c4ccco4)CC3)c(C)o2)cc1
-4	-1	1	3	10	4	2	2	-11	3	CC(C)(C)OC(=O)N1CCC[C@H]1c1nnc(SCc2ccc(Cl)cc2Cl)o1
-8	10	-5	-2	6	-8	-4	3	-1	5	CCOC(=O)c1sc(NC(=O)CCC(=O)O)nc1C
-10	3	13	3	12	7	1	-4	-5	3	Cc1ccc(Cl)c2c1NC(=O)C2(O)CC(=O)c1ccc(Br)cc1 (stereo not drawn)
-6	-9	1	-4	-12	-2	-2	-15	-3	0	Cc1ccc(-n2ncc3c2CCCC3NC(=O)CSc2ccccn2)cc1C (stereo not drawn)
5	-3	0	0	2	6	-3	-7	2	3	O=C(CN1C(=O)C(=O)N(C2CCCC2)C1=O)Nc1ccc(OC(F)F)cc1
-7	-6	-2	0	-13	-2	2	2	5	-1	CCc1cccc(Nc2cc(C)nc3nc(C)nn23)c1
-14	-5	2	-2	-2	-9	1	-5	5	-7	Nc1nc2cc(S(=O)(=O)NC3=NCCCCC3)ccc2s1
-13	13	9	1	5	-1	2	2	2	3	CCCc1c(C(=O)OCC)sc(N)c1C#N

Three compounds from above, arranged by SMILES length, descending.
TDP2 absorb	ARFGAP1 inhibitor	ASAP1 inh	ADAM17 inh	ADAM10 inh	SIAE primary	PLCg1 inh	PLCb3 inh	Tn6 DDE FP	Tn7 DDE FP	molecule
5	2	-9	-15	-29	-5	-8	-12	3	2	O=C(C1=CC=CN2CCS(=O)(=O)N=C12)N1CCN(c2cccc(Cl)c2)CC1
5	-3	0	0	2	6	-3	-7	2	3	O=C(CN1C(=O)C(=O)N(C2CCCC2)C1=O)Nc1ccc(OC(F)F)cc1
-10	3	13	3	12	7	1	-4	-5	3	Cc1ccc(Cl)c2c1NC(=O)C2(O)CC(=O)c1ccc(Br)cc1 (stereo not drawn)

The results go on.
TDP2 absorb	ARFGAP1 inhibitor	ASAP1 inh	ADAM17 inh	ADAM10 inh	SIAE primary	PLCg1 inh	PLCb3 inh	Tn6 DDE FP	Tn7 DDE FP	molecule
-6	-4	-4	2	1	-4	3	0	5	-3	O=C(Cc1ccccn1)c1ccc(F)cc1
15	6	1	-3	-11	3	-161	-151	-14	-1	O=C1CCNc2c(Cl)cccc21
-3	-7	-4	-1	0	0	1	3	-5	5	O=C1c2ccccc2C(c2nnnn2Cc2ccccc2)N1CCCn1ccnc1 (stereo not drawn)
-5	-12	-4	-4	-6	8	1	-2	1	-1	O=C(O)CC1COc2ccccc2N1S(=O)(=O)c1ccc(Br)cc1 (stereo not drawn)
7	-6	-4	-7	-4	4	-1	1	3	0	CC(C)(C)N=C1SCC(C)(/C=N/O)S1 (stereo not drawn)
-9	12	-6	-44	-118	2	-358	-485	-3	2	COc1cc(OC)c(OC)cc1C=Cc1ccc2ccccc2n1
-9	5	21	5	5	-1	3	-2	-1	-6	Cc1cc(S(=O)(=O)N2CCCC2)ccc1OCC(=O)Nc1ccccc1
-4	-1	-3	-1	10	-5	2	3	-1	3	CCn1c(SCC(=O)Nc2ccc3c(c2)OCCO3)nc2c(c1=O)SC(C)C2 (stereo not drawn)
1	11	9	-116	-307	-23	i	i	-7	10	CCc1cc2c(COC(=O)c3cccc(NS(C)(=O)=O)c3)cc(=O)oc2cc1O
-12	-2	9	-8	-15	1	-6	-3	8	1	CCOC(=O)c1[nH]c2ccccc2c1NC(=O)CN1CCCCC1
8	10	5	0	-5	0	3	2	-1	3	CCOc1ccc(NC(=O)CN(C)C(=O)CN2C(=O)c3ccc([N+](=O)[O-])cc3C2=O)cc1OCC
-6	11	8	4	1	-8	3	-2	1	6	CC(=O)Nc1ccc(S(=O)(=O)N2CCSC2c2ccccc2Cl)cc1 (stereo not drawn)
14	-2	-3	0	-8	1	-2	2	-6	-7	Cc1ccc(CC(=O)N/N=C/c2ccc(OC(=O)c3ccc([N+](=O)[O-])cc3)cc2)cc1
2	0	7	8	11	-4	0	3	2	0	Cc1ccc(-c2nnn(C(C)C(=O)N3c4ccccc4CCc4ccccc43)n2)cc1 (stereo not drawn)
6	11	-11	-8	-8	-2	-2	0	-3	-4	COc1ccc(C(CNS(=O)(=O)c2ccc(NC(C)=O)c(OC)c2)N2CCCCC2)cc1 (stereo not drawn)
0	0	-11	1	-3	-11	0	3	7	-2	CCOC(=O)Cc1csc(NC(=S)NC(=O)c2ccc(C)cc2)n1
-4	-7	-21	-4	0	4	1	1	0	5	CCCCN1C(N)=NC[C@@H]1CC1CCCCC1
-16	-6	1	-3	2	1	0	-5	1	9	CCN(CC)CCN(C(=O)c1ccc2c(c1)OCCO2)c1nc2cc(C)cc(C)c2s1
-10	3	-2	-3	-6	0	2	-13	3	0	CCOC(=O)c1c(NC(=O)COC(=O)CC(NC(C)=O)c2ccccc2)sc(C(=O)NC)c1C (stereo not drawn)
3	4	0	-2	3	5	2	3	3	-2	O=[N+]([O-])c1ccc(Cl)c(CN2CCC(O)CC2)c1
